Source: PubChem BioAssay (Sanford-Burnham Center for Chemical Genomics)
CXCR6 inh – CXCR6 receptor inhibitors, primary screen, cell-based, beta-arrestin, luminescence, CHO-K1 PathHunter, 1536-well; inhibition, % at 20 µM; 360,000 tested, 0.36% active; AID 602244, 2012; in the data active = inhibition above about 34%, passing the limit was not always enough;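 also: antagonist mode with CXCL16 agonist at 10 nM final; 0% = 10 nM CXCL16 with DMSO and 100% = unstimulated wells without agonist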
Jurkat NFkB inh – inhibitors of induced NF-kB luciferase reporter, primary screen, TCR NF-kB activation inhibitor project, cell-based, luminescence, uHTS. AID 435003, 2010. inhibition, % at 4 µM. 330,000 tested, 0.53% active. Jurkat, PMA/ionomycin-induced NF-kB luciferase reporter; in the data active = inhibition above about 50%
CHOP UPR activ – activators of apoptotic CHOP UPR arm, primary screen, cell-based, CHO-CHOP luciferase reporter, luminescence, uHTS; UPR activation; percent of tunicamycin response over DMSO baseline; activation, % at 10 µM; 330,000 tested, 0.34% active;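 active = at 10 µM dose, activation of 40% or more, normalized to positive control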;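 also: 100% = tunicamycin at 10 µg/mL and 0% = DMSO alone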
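measured by = luciferase luminescence | assay system = CHO-CHOP cells, stable luciferase reporter of PERK-eIF2a-CHOP signalling | amount = 500 reporter cells seeded per well | timing = 6 h compound exposure at 37 °C after overnight seeding | controls = positive tunicamycin 10 µg/mL, negative DMSO alone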
Gli-Sufu antag – Gli-Sufu pathway antagonists, primary screen, luciferase luminescence, Sufu-KO-LIGHT cells, uHTS | Sufu-KO-LIGHT fibroblasts, Gli luciferase reporter luminescence | inhibition, % at 5 µM | 340,000 tested, 0.74% active;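 active = inhibition above about 55%, limit read from the data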;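 also: 0% = DMSO-treated cells and 100% = wells with medium but no cells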
Mdm2 MdmX PPI – inhibitors of human Mdm2-MdmX association, primary screen, cell-based, luminescence, split luciferase, SaOS-2, uHTS | Protein Mdm4 (Homo sapiens) + E3 ubiquitin-protein ligase Mdm2 (Homo sapiens), … | SaOS-2 split-luciferase Mdm2/MdmX complementation | inhibition, % at 8 µM | 330,000 tested, 3% active | AID 485346, 2010;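 active = inhibition of at least 50% at 8 µM in the primary screen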
Target sequence (O15151 whole entry, looked up): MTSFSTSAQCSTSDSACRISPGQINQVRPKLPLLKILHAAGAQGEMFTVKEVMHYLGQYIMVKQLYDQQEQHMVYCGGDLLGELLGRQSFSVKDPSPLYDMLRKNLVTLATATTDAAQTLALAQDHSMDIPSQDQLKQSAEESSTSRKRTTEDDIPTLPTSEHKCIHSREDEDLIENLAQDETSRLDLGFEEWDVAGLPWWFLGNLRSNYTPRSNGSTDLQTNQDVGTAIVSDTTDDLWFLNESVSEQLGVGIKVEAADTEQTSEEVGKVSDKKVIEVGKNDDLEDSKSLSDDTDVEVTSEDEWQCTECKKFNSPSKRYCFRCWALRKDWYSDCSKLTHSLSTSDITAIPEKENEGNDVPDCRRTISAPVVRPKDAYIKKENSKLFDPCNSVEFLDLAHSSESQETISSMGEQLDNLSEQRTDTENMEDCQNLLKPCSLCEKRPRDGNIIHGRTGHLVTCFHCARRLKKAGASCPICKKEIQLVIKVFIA
Target sequence (Q00987 whole entry, looked up): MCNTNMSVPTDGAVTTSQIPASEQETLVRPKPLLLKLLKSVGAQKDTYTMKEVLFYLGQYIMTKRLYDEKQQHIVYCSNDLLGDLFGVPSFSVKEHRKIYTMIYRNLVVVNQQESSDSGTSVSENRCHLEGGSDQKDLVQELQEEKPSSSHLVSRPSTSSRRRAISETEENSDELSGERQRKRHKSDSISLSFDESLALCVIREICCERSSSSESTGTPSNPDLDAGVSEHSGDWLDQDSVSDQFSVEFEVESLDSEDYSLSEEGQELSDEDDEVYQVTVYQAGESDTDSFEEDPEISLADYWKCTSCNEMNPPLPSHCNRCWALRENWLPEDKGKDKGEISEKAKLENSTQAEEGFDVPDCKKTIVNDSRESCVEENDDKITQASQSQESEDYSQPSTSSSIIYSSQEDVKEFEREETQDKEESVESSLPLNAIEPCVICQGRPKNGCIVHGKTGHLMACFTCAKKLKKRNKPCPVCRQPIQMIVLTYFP
697 NFkB inh – inhibitors of PMA/ionomycin-induced NF-kB reporter, 697 cells, primary screen, B-cell NF-kB inhibitor project, cell-based, luminescence, uHTS; 697 B-cell NF-kB luciferase reporter, 16 h; inhibition, % at 4 µM; 330,000 tested, 0.33% active; in the data active = inhibition above about 35%
EBI2 antag – EBI2 receptor antagonists, beta-arrestin recruitment, primary screen, cell-based, luminescence, 7a,25-OHC stimulation, uHTS. G-protein coupled receptor 183 (Homo sapiens), P32249. 7a,25-OHC stimulated. inhibition, % at 5 µM. 360,000 tested, 0.81% active. AID 651636, 2012; in the data active = inhibition above about 38%;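 also: enzyme fragment complementation signal reports receptor beta-arrestin coupling in cells; 0% = agonist plus DMSO wells and 100% = wells without agonist; some results beyond the cut were filed as inactive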
CCR6 antagonist – CCR6 receptor antagonists, primary screen, cell-based, CHO-K1, luminescence, beta-arrestin, uHTS; inhibition, % at 20 µM; 340,000 tested, 0.49% active; CHO-K1 CCR6 PathHunter beta-arrestin, CCL20-stimulated; AID 493098, 2011;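 active = compounds whose inhibition of the agonist-driven luminescence signal at 20 µM reaches about 50%, limit read from the data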;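 also: cells stimulated with CCL20 at 14 nM final; plate controls were DMSO with CCL20 for no effect and DMSO without agonist for full effect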
XBP1 UPR activ – activators of adaptive XBP1 UPR arm, primary screen, cell-based, CHO-XBP1 luciferase reporter, luminescence, uHTS; IRE1-XBP1 UPR activation; percent of tunicamycin response, DMSO as zero; activation, % at 20 µM; 330,000 tested, 0.33% active; AID 463104, 2010;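 active = versus positive control, 20 µM dose yields 30% or more activation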;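 also: 100% = tunicamycin at 10 µg/mL and 0% = DMSO only wells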
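Material – CHO cell line with stable XBP1 luciferase reporter · Buffer or medium – F12 plus 10% FBS · Compound – single point, 20 µM final compound, 1% DMSO · Schedule – 16-18 h cell attachment at 37 °C, then 6 h compound exposure · Signal – Steady-Glo luminescence read · Benchmarks – high control tunicamycin 10 µg/mL final, low control DMSO vehicle only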
* hit, by the source's call; x = not tested or not shown.

SMILES	CXCR6 inh	Jurkat NFkB inh	CHOP UPR activ	Gli-Sufu antag	Mdm2 MdmX PPI	697 NFkB inh	EBI2 antag	CCR6 antagonist	XBP1 UPR activ
CCN1C(=O)[C@H]2[C@H]3CN=C(SCc4ccc(OC)cc4)N3[C@@](CC)(C(=O)OC)[C@H]2C1=O	-1	x	3.3	4	8	11	1	10	3
COc1ccc(N2CCN(C(=O)c3ccc(CS(=O)Cc4ccc(C)cc4)o3)CC2)cc1 (stereo unspecified)	6	12	0.3	-23	10	-5	-5	-7	-10
Cc1ccccc1C1N(c2nccs2)C(=O)C2CCCN21 (stereo unspecified)	4	-1	2.2	-32	4	10	-10	-8	1
Cc1ccc(S(=O)(=O)N2CCOCC2)cc1NC(=O)c1cc([N+](=O)[O-])ccc1N1CCOCC1	1	11	1.3	-8	17	1	9	10	1
COC(=O)c1[nH]c2ccc(C)cc2c1NS(=O)(=O)c1ccc(F)cc1	-5	-5	2.8	-2	8	12	8	5	-2
CCOc1ccccc1NC(=O)C1CCCN(S(=O)(=O)c2cccc3nsnc23)C1 (stereo unspecified)	7	4	-1.5	6	4	-3	-8	6	-1
COc1ccc(N(CC(=O)NCCSc2ccccn2)S(C)(=O)=O)cc1Cl	9	-3	-2.2	2	19	-15	-9	4	-3
COC(=O)c1ccc(CN(C(=O)N2CCN(C)CC2)S(=O)(=O)c2ccc(C)cc2)cc1	-11	6	0.5	-9	19	-15	-5	3	0
COc1ccc2[nH]c(C)c(CCN(Cc3cccs3)C(=S)Nc3ccc(F)cc3)c2c1	3	0	-1.0	15	8	0	14	2	-4
CCOc1cc(C(c2c(C)[nH][nH]c2=O)c2c(C)[nH][nH]c2=O)cc(Br)c1OC	-4	-2	1.0	13	8	14	6	2	-2
Cc1cccc(C(=O)NC(=S)NNC(=O)c2ccc(Cl)cc2)c1	26	x	x	-2	x	x	-4	38	x
CCN(CC)c1ccc(NC(=O)COc2ccc(C#N)cc2)cc1S(=O)(=O)Nc1ccc(OC)cc1	6	-7	5.2	13	-11	-19	14	-9	-1
Cc1ccc(OC(=O)C(F)(F)F)c2c1NCCC2	-4	-7	-2.3	4	20	-14	-3	-4	1
O=C(Cc1ccc(F)cc1)Nc1cccc(-c2cn3c(n2)SCC3)c1	9	-8	1.0	-3	17	-3	-5	6	0
CCn1c(/C=C/c2ccc(O)c(O)c2)nc2ccccc2c1=O	5	14	37	33	7	-29	3	6	37*
CC1(C)CC(=O)C2=C(C1)OC(N)=C(C#N)C2c1ccccc1 (stereo unspecified)	-3	15	1.0	6	-12	4	-8	5	-4
O=C(NC1CCCC1)C1CCCN(S(=O)(=O)c2cnc[nH]2)C1 (stereo unspecified)	-8	6	1.5	2	0	12	-3	-5	0
Nc1ccc(S(=O)(=O)NCC(=O)OC2CCOC2=O)cc1[N+](=O)[O-] (stereo unspecified)	7	8	0.9	-1	1	17	1	4	0
CC(=O)N1CCN(C(=O)CCc2nc3sc4c(c3c(=O)[nH]2)CCCC4)CC1	-2	-1	2.3	4	1	7	5	-8	0
Cc1ccc(S(=O)(=O)NCCNc2ccccc2[N+](=O)[O-])cc1	11	8	-1.8	-5	5	6	4	17	0
CCCN(C(=O)CSc1cc(-c2ccccc2)c2ccc(OC)cc2n1)C1CCS(=O)(=O)C1 (stereo unspecified)	3	-9	5.4	5	34	21	2	20	2
CNC(=O)C1(C(F)(F)F)C/C(=C\CCO)CCCO1 (stereo unspecified)	-3	-4	-1.9	-22	-6	6	-3	4	-4
CCOc1ccc2c(C)c(Cl)c(=O)oc2c1	-4	1	0.5	-6	15	-4	2	-3	-1
COc1ccc(-c2c(C(C)=O)c(C)nc3sc4c(c23)NC(c2ccccc2)NC4=O)cc1 (stereo unspecified)	-11	-5	2.2	-2	47	-12	4	-16	60*
CCOC(=O)C(=O)N=Nc1c(O)n(C)c2ccccc12	4	-4	-1.2	-2	3	6	2	-6	-5
Cc1ccc(S(=O)(=O)C(C#N)=C2N(C)c3ccccc3N2C)cc1	-9	-2	-0.6	-1	-16	-3	-1	-7	-2
CCc1ccc(NC(=O)CNC(=O)[C@@H]2Cc3ccccc3CN2C(=O)OC(C)(C)C)cc1	2	-19	0.7	-10	19	1	-13	6	0
CC(C)n1ncc2c(C(=O)NCCOc3ccccc3F)cc(C3CC3)nc21	0	-97	0.2	-14	9	-3	2	0	10
CN(C)C(CNC(=O)CCNC(=O)c1ccccc1Cl)c1ccco1 (stereo unspecified)	-4	7	3.0	-2	-21	11	-7	1	0
O=C(CC1C(=O)NCCN1CC(c1ccccc1)c1ccccc1)NC1CC1 (stereo unspecified)	2	3	-0.4	15	4	-19	5	-5	5
CC1CCCCC12NC(=O)N(CC(=O)NNC(=O)c1ccc(Br)cc1)C2=O (stereo unspecified)	6	11	-0.5	2	4	18	-3	3	0
CCOC(=O)c1c(NC(=O)CSc2c[nH]c3ccccc23)sc2c1CCCC2	-10	38	2.9	-2	45	-24	7	3	-2
COc1ccc(CNC(=O)c2ccc3ccccc3n2)cc1OC	-4	10	-0.6	13	33	-25	-5	3	1
CCCCC(=O)Nc1cc([N+](=O)[O-])ccc1F	-2	7	-0.8	-1	12	2	-5	3	5
Cc1ccc(OCC(=O)N(Cc2ccco2)C2CCS(=O)(=O)C2)cc1C (stereo unspecified)	-4	-1	1.8	13	24	17	-2	15	0
Cc1cc(NC(=O)CSc2nnc(Cc3ccccc3)o2)no1	-1	17	-1.6	-13	15	8	-13	-11	6
OCCCNc1ncnc2sc(-c3ccccc3)cc12	-7	-28	-0.1	-8	-6	-16	1	4	-1
O=C1N=C2N(CCN3CCCCC3)c3ccccc3N2/C1=C\c1ccc([N+](=O)[O-])s1	4	x	x	6	x	x	-5	22	x
O=c1cc(-c2ccsc2)oc2cc(-c3ccc4c(c3)OCO4)ccc12	7	-94	2.1	-3	-9	3	14	-13	4
COc1ccccc1C(=O)Nc1ccnn1C1CCN(C)CC1	3	6	0.8	1	7	-11	-2	6	-5
CCC(=O)OC1CC(C)N(C(=O)c2ccccc2)c2ccc(C)cc21 (stereo unspecified)	12	-4	-1.4	0	0	11	0	18	-2
Cc1ccc(C)c(NC(=O)Cc2ccc(S(=O)(=O)N3CCCCC3)s2)c1	-7	4	1.0	-5	26	1	-13	12	-3
Cc1cc(F)ccc1S(=O)(=O)Nc1ccc(C(=O)N2CCCCCC2)cc1	-8	19	0.2	4	5	26	0	3	-4
COc1cc(NC(=O)CSc2nnc(-c3ccncc3)n2C2CCCCC2)ccc1NC(=O)c1ccco1	12	6	0.6	-6	20	8	-10	0	-5
Cc1ccc(CNS(=O)(=O)c2c(C(=O)N3CCCCC3)c(C)n(C)c2C)cc1	-2	-18	-2.0	-12	15	10	-1	9	-2
CCOc1ccc(NC(=S)N(CCN2CCOCC2)Cc2cc3cc4c(cc3[nH]c2=O)OCO4)cc1	-5	4	2.7	26	15	17	22	7	0
Oc1cc2c(cc1C(c1ccc(Br)cc1)N1CCCC1)OCO2 (stereo unspecified)	6	4	0.9	-4	39	1	7	19	-3
O=C(c1ccco1)N1CCN(C(=O)c2cnn3c2NC(c2cccs2)CC3C(F)(F)F)CC1 (stereo unspecified)	0	-1	0.4	19	12	-3	-9	3	-3

Structural class: the compounds so far containing a Cl atom
SMILES	CXCR6 inh	Jurkat NFkB inh	CHOP UPR activ	Gli-Sufu antag	Mdm2 MdmX PPI	697 NFkB inh	EBI2 antag	CCR6 antagonist	XBP1 UPR activ
COc1ccc(N(CC(=O)NCCSc2ccccn2)S(C)(=O)=O)cc1Cl	9	-3	-2.2	2	19	-15	-9	4	-3
Cc1cccc(C(=O)NC(=S)NNC(=O)c2ccc(Cl)cc2)c1	26	x	x	-2	x	x	-4	38	x
CCOc1ccc2c(C)c(Cl)c(=O)oc2c1	-4	1	0.5	-6	15	-4	2	-3	-1
CN(C)C(CNC(=O)CCNC(=O)c1ccccc1Cl)c1ccco1 (stereo unspecified)	-4	7	3.0	-2	-21	11	-7	1	0

Other results follow.
SMILES	CXCR6 inh	Jurkat NFkB inh	CHOP UPR activ	Gli-Sufu antag	Mdm2 MdmX PPI	697 NFkB inh	EBI2 antag	CCR6 antagonist	XBP1 UPR activ
O=C(O)CC1NC(=O)N(C2CCCCC2)C1=O (stereo unspecified)	-4	-8	0.4	-7	-3	7	-1	5	-2
O=C(O)c1cc2ccccc2cn1	2	x	x	10	x	x	-9	13	x
CC1(C)CC(=O)C2=C(C1)Nc1ccccc1S2	8	3	1.4	2	6	12	5	4	2
CCOC(=O)C1(CCOc2ccccc2)CCN(Cc2ccc(CO)o2)CC1	1	17	-1.8	15	-8	11	-1	6	2
CSCCCNC(=S)N1CCc2ccccc2C1	4	0	-1.3	12	-7	-2	-4	9	-2
C=CCc1ccc(OCCn2cccc2C=O)c(OC)c1	0	-52	2.5	-31	-68	-148	9	10	0
Cc1cc(=O)oc2cc(OCCCN3C(=O)c4ccccc4C3=O)ccc12	3	-14	1.6	-13	-7	-13	5	7	1
N#Cc1ccc2ccn(CC(=O)NC3CCCCC3)c2c1	-14	2	-0.4	8	3	16	9	6	1
COc1ccc(Cl)cc1NC(=O)CN(C)C(=O)CSc1ccc2c(c1)OCCO2	-2	-1	0.4	-4	22	9	6	-5	-3
Cn1cnc(S(=O)(=O)N2CCN(c3ccccc3)CC2)c1	-5	9	0.6	-42	4	-4	-5	1	-1
O=C(NCC1CC1)c1ccc(Oc2cc(Cl)cc(Cl)c2)o1	-22	-3	-2.2	-21	27	-3	3	-3	-2
O=C(Nc1nc2n(n1)C(c1ccccc1)CC(c1ccc(Cl)cc1)N2)c1ccco1 (stereo unspecified)	-1	-11	-2.2	-4	7	-4	5	28	-2
N/C(=N\O)c1ccc(NC(=O)c2ccc(Br)o2)cc1	-5	-41	2.5	-16	-2	1	-6	-4	0
CN(Cc1ccco1)S(=O)(=O)c1nnc(NC(=O)c2ccccc2Cl)s1	-12	4	-1.7	6	-9	-13	-2	12	-3
CC(C)[C@H](NS(=O)(=O)c1ccccc1F)C(=O)NC1CCCCC1	-4	-3	1.5	-4	2	-3	-14	-1	-2
Cc1cccnc1NC(=O)COc1ccc2oc3c(c2c1)CCCC3	0	4	3.0	-16	-52	16	6	5	1
CC1(C)C/C(=N\NC(=S)Nc2ccccc2F)c2cc(O)ccc2O1	0	-2	1.0	20	36	7	7	7	-3
O=C(Cc1ccc([N+](=O)[O-])cc1)OCc1c(F)cccc1Cl	0	2	-0.9	-8	-7	-10	-7	15	0
